Bioassay records as filed in PubChem BioAssay.
Ins promoter up: insulin promoter activators in MIN6 cells, imaging, high-content screening, mouse beta cells. 190,000 compounds, 0.3% hits. z-score at 5 µM. MIN6 insulin promoter-GFP reporter; stronger effect = higher value;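 active means z-score above 3 at 5 µM with at least 500 cells counted in the well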
MT stabilizer: microtubule stabilizers in HeLa cells, primary screen, imaging, high-content imaging; HeLa tubulin immunostaining HCS, 24 h; share of cells brighter than vehicle mean+2SD; % tubulin-high responders, % at 10 µM; 200,000 compounds, 0.83% hits;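 active means plate Z-score above 3 for both tubulin-high and condensed-nucleus cell shares, with cell loss under 80%, at 10 µM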;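 further: anti alpha tubulin signal scored within the nucleus-defined area of each cell; some results filed as inactive read as strong as hits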
Lipid droplet: inhibitors of hepatocyte lipid droplet formation, primary screen, imaging, high-throughput imaging, BODIPY stain. 240,000 compounds, 0.4% hits. AID 1656, 2009. AML12 mouse hepatocytes, oleate lipid droplets. inhibition, % at 6.5 µM;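 active means lipid droplet intensity inhibited by at least 50%, with more than 500 cells counted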
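Test system: AML12 hepatocytes (mouse); reagent: oleate loading, 100 µM; dosing: one dose, 6.5 µM compound; incubation: overnight exposure; signal: fluorescence imaging, 20x objective, two fields per well; read-out basis: % inhibition of corrected integrated BODIPY droplet signal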
Autophagy HCS: autophagy modulators in MEF cells, primary screen, imaging, high-content, MEF GFP-LC3 | MEF GFP-LC3 puncta imaging; test concentration mostly 10 µM | AID 463193, 2010 | 190,000 compounds, 0.98% hits | calls only at 10 µM (by protocol);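 active means percentage of spot-positive cells more than 3 SD above its plate mean, without a fluorescence outlier flag or 80% toxicity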;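 further: spot-positive cell cutoff set from DMSO-treated cells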
NOD2 inhibition: NOD2 signaling inhibitors, cell-based, luminescence, uHTS, HEK293 (AID 1566). HEK293 NOD2/NF-kB luciferase reporter, luminescence; higher % means a stronger effect. inhibition, % at 4 µM, or EC50 in µM where a hit was titrated. 290,000 compounds, 0.63% hits; in the data active means inhibition above about 50%; further: many of its hits are not listed in these tables
WT yeast gro inh: growth inhibition of WT strain, primary screen, mitochondrial fusion inhibitor project, WT and mutant strains, chemical genetic; 190,000 compounds, 2.1% hits; mitochondrial fusion phenotypic screen; inhibition, % at 10 µM; in the data active means inhibition above about 58%; tested in S. cerevisiae
Yfh1-off respiration: enhancers of respiration in Yfh1-depleted yeast, dose response, Friedreich's ataxia, plus single-dose screen (AID 1465). S. cerevisiae Yfh1-off respiration, WST-1 reduction, 72 h; higher fold induction means a stronger effect. fold induction at 50 µM; hits with a dose series show EC50 in µM. 220,000 compounds, 0.074% hits;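 active means fold induction of absorbance versus untreated yeast above a set limit, then at least 30% activation at any dose in follow-up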;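 further: activators that raise dye reduction in frataxin-depleted yeast; strong numbers were not always called active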
Dynein transport: inhibitors of GR-EGFP nuclear translocation, primary screen, dynein cargo transport inhibitor project, imaging, high-content, 3617.4 mouse cells; 220,000 compounds, 0.47% hits; test concentration mostly 20 µM; stimulated with dexamethasone, 1 µM; stronger effect = lower value; z-score, hits read low;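 active means plate z-score of nuclear minus cytoplasmic receptor signal below a set negative limit, without overly bright fluorescence or cell loss, cut at about -3.5 in these data, passing the limit was not always enough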;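 further: z-score of nuclear minus cytoplasmic ring GR-EGFP intensity difference per well; some compounds called inactive have numbers as strong as hits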
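Buffer or medium: Induction medium lacking tetracycline, stripped serum | Also added: Dexamethasone agonist, 1.0 µM final, for 30 min | Timing: 48 h induction, 1 h compound, 30 min dex at 37 °C | Detection: Formaldehyde fixation, Hoechst nuclear stain, 10x automated fluorescence imaging | Measure: Nuclear versus cytoplasmic GR-EGFP signal, averaged per well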
bCat nuc transl: modulators of beta-catenin nuclear translocation, primary screen, imaging, HeLa cells, immunofluorescence, high-content; nuclear translocation activity, % at 5 µM; 190,000 compounds, 0.3% hits; AID 1665, 2009;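 active means nuclear translocation activity above 50% at 5 µM, with a well cell count of 50 or more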;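 further: per-cell ratio of nuclear to cytoplasmic median beta-catenin stain intensity; plate controls were DMSO negative control for no effect and GSK-3 inhibitor IX positive control for full effect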
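assay system = human HeLa cells, endogenous beta-catenin | times = compound treatment 24 h, 37°C, 5% CO2 | detection = Anti-beta-catenin immunofluorescence on PFA-fixed, Triton-permeabilized cells, DAPI nuclei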
WT yeast gro inh mutant strain: second read-out of WT yeast gro inh, no call of its own (marks repeat the call); inhibition, %; mitochondrial fusion phenotypic screen, mutant strain inhibition
Dynein transport cytoplasmic EGFP: recorded beside Dynein transport, whose call it bears; z-score; measured here: cytoplasmic GR-EGFP intensity; stronger effect = higher value
Dynein transport nuclear GR-EGFP: also measured in Dynein transport; calls as there; z-score; measured here: nuclear GR-EGFP intensity;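 lower value marks the stronger effect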
Dynein transport cell count: also measured in Dynein transport; calls as there; z-score; measured here: cell count per field
Ins promoter up cell count: further read-out of Ins promoter up, marked with its call; cell count; measured here: cytotoxicity, nuclei count;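 total cells summed across four imaged fields per well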
Lipid droplet cells 6.5 µM: also measured in Lipid droplet; calls as there; cell count; measured here: cell count, cytotoxicity flag;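 cells counted across two imaged fields per well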
bCat nuc transl cell count 5 µM: also measured in bCat nuc transl; calls as there; cell count; measured here: cell count, cytotoxicity flag
MT stabilizer Hoechst-high %: also measured in MT stabilizer; calls as there; % Hoechst-high responders; measured here: nuclear condensation Hoechst responders;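 share of cells brighter than vehicle mean plus two SD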
MT stabilizer cytotoxicity %: also measured in MT stabilizer; calls as there; toxicity, %; measured here: cytotoxicity by cell density;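 0% = mean cell density of plate MIN control wells and 100% = no cells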
Autophagy HCS cell loss 18 h: second read-out of Autophagy HCS, no call of its own (marks repeat the call); toxicity, %; measured here: cell loss, nuclei count;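 cell loss after 18 h compound exposure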
Starred values were filed as active, the others as inactive; i = inactive; nt = not tested or not shown. Not all compounds are listed (hit frequency here may not be typical).

SMILES | Ins promoter up | Ins promoter up cell count | MT stabilizer | MT stabilizer Hoechst-high % | MT stabilizer cytotoxicity % | Lipid droplet | Lipid droplet cells 6.5 µM | Autophagy HCS | Autophagy HCS cell loss 18 h | NOD2 inhibition | WT yeast gro inh | WT yeast gro inh mutant strain | Yfh1-off respiration | Dynein transport | Dynein transport cytoplasmic EGFP | Dynein transport nuclear GR-EGFP | Dynein transport cell count | bCat nuc transl | bCat nuc transl cell count 5 µM
Cc1ccc(C2CC(=O)NC(SCC(N)=O)=C2C#N)s1 (stereo not drawn) | 0.26 | 1283 | 2.7 | 1.8 | 13 | 24 | 745 | i | 19 | 8% | -2 | 11 | i | -1.3 | 6.5 | 0.85 | -0.91 | -2.2 | 1075
CCC(=O)N1CCN(c2ccc(NC(=O)c3ccc(C#N)cc3F)cc2Cl)CC1 | -0.18 | 1613 | 1.6 | 2.0 | 5.8 | 3 | 649 | i | 0 | 27% | 25 | 12 | i | 0.6 | -0.31 | 1 | -0.92 | -0.6 | 1009
CNc1nc2c(c(=O)n(C)c(=O)n2C)n1Cc1ccccc1 | -5 | 611 | 1.0 | 2.5 | 12 | nt | nt | i | -11 | 37% | 8 | -3 | i | -0.92 | -0.19 | -0.32 | 0.58 | -2.2 | 1192
Cc1nc(NC(=O)c2cccs2)ccc1Br | -0.31 | 1500 | 2.7 | 1.8 | 7.8 | 14 | 656 | i | 11 | -129% | 19 | 19 | i | -0.47 | -0.3 | -0.17 | 0.92 | 4.7 | 1047
O=C(CN1CCN(Cc2ccccc2Cl)C1=O)NCc1cccnc1 | -0.7 | 1116 | nt | nt | nt | 3 | 752 | nt | nt | -1% | nt | nt | i | -1 | -0.16 | -0.22 | 1.1 | 0.5 | 1287
CC(C)CN(C(=O)CCc1ccccc1)c1c(N)n(CC(C)C)c(=O)[nH]c1=O | -1.3 | 1495 | 4.0 | 2.5 | 6.6 | 24 | 685 | i | -2 | 3% | -15 | -12 | i | -0.52 | -0.12 | -0.47 | 0.72 | 1.0 | 1090
O=C(CC(NC(=O)OCc1ccccc1)C(=O)O)OCc1ccccc1 (stereo not drawn) | -0.29 | 1358 | 4.5 | 2.6 | 7.5 | 9 | 733 | i | -3 | 8% | 0 | 7 | i | 1.9 | -0.26 | 1.2 | -1.6 | -4.2 | 1076
Cc1cccc(-n2cc(-c3ccccc3)c3c(NN4CCOCC4)ncnc32)c1 | -0.89 | 1217 | 4.7 | 2.6 | 2.0 | -2 | 564 | i | 7 | 14% | 36 | 22 | i | 1.8 | -0.23 | 0.8 | -0.71 | -5.4 | 538
COc1ccc(N=Cc2cc3c(cc2O)OC(N)=C(C#N)C3c2ccccc2)cc1 (stereo not drawn) | 1 | 1315 | 5.4 | 3.7 | 1.1 | -1 | 628 | i | -5 | 30% | -3 | 9 | i | -0.4 | -0.13 | -0.21 | -0.16 | -0.7 | 1096
COc1cccc(NC(=O)CSc2nc3ccsc3c(=O)n2-c2ccc(C(=O)O)cc2)c1 | -0.58 | 1232 | 0.9 | 1.7 | 7.6 | 32 | 693 | i | -1 | 23% | -4 | -7 | i | -0.13 | 1 | -0.36 | 0.17 | -2.6 | 1087
CCC(C)NC(=O)c1cn(CC)c2cc(N3CCN(C)CC3)c(F)cc2c1=O (stereo not drawn) | nt | nt | nt | nt | nt | -4 | 712 | nt | nt | -2% | nt | nt | i | 0.86 | -0.22 | 0.29 | -0.042 | -0.2 | 1286
O=C(O)CSc1ncnc2scc(-c3ccc(Br)cc3)c12 | 0.54 | 937 | nt | nt | nt | 0 | 699 | nt | nt | 20% | nt | nt | i | 0.75 | -0.029 | 1.1 | -0.64 | 1.8 | 1228
O=C(Nc1ccc2nc(-c3ccccn3)c(-c3ccccn3)nc2c1)N1CCOCC1 | -0.43 | 1737 | 2.1 | 2.7 | 5.1 | 25 | 761 | i | 20 | 7% | -10 | 5 | i | -0.92 | -0.23 | -0.33 | 0.5 | -1.4 | 985
COc1ccc(-c2cc(-c3cccs3)c(C#N)c(SCC(=O)NCc3ccco3)n2)cc1 | -1.6 | 641 | 20* | 22* | 73* | nt | nt | i | 40 | -78% | 24 | 6 | i | 0.95 | 0.023 | 0.85 | -1.8 | 94* | 297*
CC(C)c1nnc(NC(=O)C2CCCCC2)s1 | -0.45 | 1125 | 2.1 | 2.0 | 9.8 | -3 | 735 | nt | nt | 6% | -3 | 9 | i | 1.8 | 0.083 | 1.5 | -1.7 | -2.2 | 1206
O=C1C(=O)N(Cc2cccc([N+](=O)[O-])c2)c2ccccc21 | 0.22 | 939 | 3.0 | 3.7 | 6.6 | -16 | 394 | i | -4 | 21% | -10 | -1 | i | -0.4 | -0.096 | -0.55 | -0.012 | 2.3 | 500
CN(C1CCCCC1)S(=O)(=O)Cc1ccccc1 | -1.3 | 1121 | 2.3 | 2.9 | 7.9 | nt | nt | i | 2 | 6% | -8 | 16 | i | -0.87 | -0.21 | 0.17 | -0.069 | -2.5 | 977
COc1ccccc1N1CCN(CC(=O)Nc2ccc3c(c2)OCCO3)CC1 | 0.47 | 1239 | 5.3 | 3.9 | 3.8 | -20 | 602 | i | -13 | -3% | -6 | 1 | i | 2 | 0.14 | 1.7 | -2.7 | -0.8 | 989
COC(=O)C1=C(C)NC(=S)N(C(C)=O)C1c1ccccc1 (stereo not drawn) | nt | nt | 3.0 | 1.9 | 2.9 | 11 | 728 | i | -3 | 11% | -12 | 2 | i | 0.95 | -0.26 | 0.48 | 0.52 | -3.0 | 542
CC(O)Cc1cn(CC(=O)N2CCNCC2)nn1 (stereo not drawn) | nt | nt | nt | nt | nt | 4 | 655 | nt | nt | 18% | nt | nt | i | 0.098 | -0.81 | 0.1 | -0.18 | -0.8 | 1116
Cc1ccc(NC(=O)c2oc(=O)c3ccccc3c2-c2ccccc2)c(C)c1 | -0.23 | 1318 | 3.3 | 2.7 | 2.7 | -7 | 640 | i | -1 | 19% | -4 | 0 | i | -0.38 | -0.21 | -0.64 | 0.46 | -0.8 | 539
Cn1nc(C(C)(C)C)cc1NC(=O)Nc1cc(Cl)cc(Cl)c1 | -0.16 | 1438 | nt | nt | nt | -2 | 695 | nt | nt | -3% | nt | nt | i | 0.078 | -0.3 | 0.00056 | 0.52 | -1.8 | 1079
NC(=O)c1ccc(-c2ncc(-c3ccccc3)o2)cc1 | -0.38 | 1602 | 7.7 | 3.2 | 16 | nt | nt | i | -10 | -297% | -18 | 3 | i | -0.71 | -0.34 | -0.24 | 0.43 | 3.4 | 1070
COC(=O)c1ccccc1NC(=O)CN1CCC(NC(=O)c2ccccc2C)CC1 | -0.5 | 1280 | 5.5 | 4.2 | 4.7 | nt | nt | i | 1 | 10% | 29 | 25 | i | -0.52 | -0.24 | 0.041 | -0.05 | -1.1 | 959
COc1ccc(NS(=O)(=O)c2ccc(NC(C)=O)cc2)c(OC)c1 | nt | nt | 3.1 | 3.0 | 3.5 | -1 | 700 | i | 6 | 21% | 4 | 7 | i | -0.13 | -0.24 | -0.12 | -0.044 | 0.5 | 1046
CCOC(=O)C(CC)n1cnc2c(nnn2-c2ccc(C)cc2)c1=O (stereo not drawn) | -1.1 | 1276 | 2.5 | 2.8 | 7.8 | nt | nt | i | -2 | 6% | 1 | -4 | i | -0.34 | 0.26 | 0.064 | 0.22 | -4.8 | 837
CCCN(CC1CCCO1)C(=O)CCc1nnc(-c2cc(C)on2)o1 (stereo not drawn) | -0.04 | 1480 | 1.4 | 0.7 | 4.6 | 19 | 708 | i | -3 | 14% | -11 | -14 | i | -0.41 | -0.22 | -0.22 | -0.6 | 1.9 | 1075
CC1CCN(S(=O)(=O)c2ccc3[nH]c(=O)c(=O)[nH]c3c2)CC1 | -0.13 | 1586 | 1.6 | 0.9 | 7.9 | nt | nt | i | 16 | 9% | -3 | 10 | i | 1.9 | -0.16 | 0.46 | -0.8 | -0.2 | 1318
N#CCC(=O)NN=C1CCCCCCCCCCC1 | 0.04 | 1360 | 2.2 | 2.2 | 5.0 | nt | nt | i | -13 | 11% | -12 | -4 | i | 0.75 | -0.18 | 1.1 | 0.38 | -0.1 | 1311
COC(=O)c1sccc1NC(=O)c1cnc2cc(C)nn2c1C | 0.02 | 1206 | 4.3 | 2.9 | 2.4 | -2 | 733 | i | 3 | -18% | 0 | 9 | i | 0.81 | -0.28 | 0.64 | -0.22 | 1.2 | 1110
CC(C)(C)C(=O)NC(=S)Nc1ccc(S(=O)(=O)Nc2nccs2)cc1 | -0.74 | 1552 | 4.3 | 1.9 | 22 | 7 | 655 | i | 17 | 16% | 12 | -6 | i | 0.83 | -0.32 | 1.2 | -1.1 | -8.8 | 1076
